# Compound activity as filed in PubChem BioAssay.
# PriA SSB inh: blocks PriA binding to SSB C-terminal tail; AlphaScreen SSBct-PriA binding, biotinylated peptide; inhibition, % at 33 µM; hit rate 0.6% among 430,000; AID 1272365; in the data active means inhibition mostly above about 37%, no sharp cut-off; inactive means mostly below about 20%;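 further: plate controls were negative control peptide for no effect and reference peptide for full effect; strong numbers were not always called active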
# Starred values were filed as active, the others as inactive; & = joins results of further samples; ! = not confirmed by another sample. An excerpt; the hit share may differ from the screen's.
SMILES,PriA SSB inh
CCCCCC(Oc1ccc(C(C)(C)CC)cc1)C(=O)Nc1cccc(C(=O)NC2=NN(c3ccccc3)C(=O)C2)c1 (configuration not stated),3
C=C(C=O)C[C@@H]1C[C@H](O)C2OC3C[C@]4(C)OC5/C=C\CC6OC7C(C/C=C\CC6OC5CCCC4OC3CC2O1)OC1CC2OC3CC(=O)OC3C[C@@H](C)C[C@@]2(C)OC1C[C@@H]7C (some centres not stated),-11
Cc1cccc2sc(NC(=O)Cc3cc(=O)[nH]c(SCc4ccccc4F)n3)nc12,0
O=C(Cc1coc2ccc3ccccc3c12)Nc1cccc(C(F)(F)F)c1,0
O=S(=O)(N1CCCC1)N1CCCC(Cc2nc(-c3cnccn3)no2)C1 (configuration not stated),-4
O=C(CNc1cccc([N+](=O)[O-])c1)NN=Cc1ccc(F)cc1,-8
COc1ccc(OC)c(C=NNC(=O)c2cc(-c3ccc(C)o3)nc3ccccc23)c1,-5
CCOC(=O)Cc1csc(NC(=O)C2CCCN(c3ccc(-c4ccccc4OC)nn3)C2)n1 (configuration not stated),9
O=C(CSc1cn(CC(=O)N2CCOCC2)c2ccccc12)Nc1ccccc1F,-5
CC(=O)c1ccc(NC(=O)Cn2nc(C3CC3)c3cnn(-c4ccc(F)cc4)c3c2=O)cc1,-13
O=C(Cn1[nH]c(=O)ccc1=O)Nc1nc(-c2ccccn2)cs1,97*
O=C(Nc1nccs1)C1CCNCC1,-2

# Taken from above:
# PriA SSB inh result of `COc1ccc(OC)c(C=NNC(=O)c2cc(-c3ccc(C)o3)nc3ccccc23)c1` reads -5
# PriA SSB inh result of `O=C(Nc1nccs1)C1CCNCC1` reads -2
# PriA SSB inh result of `C=C(C=O)C[C@@H]1C[C@H](O)C2OC3C[C@]4(C)OC5/C=C\CC6OC7C(C/C=C\CC6OC5CCCC4OC3CC2O1)OC1CC2OC3CC(=O)OC3C[C@@H](C)C[C@@]2(C)OC1C[C@@H]7C` (some centres not stated) reads -11

# Returning to the listing with the 5 entries that preceded the break.
SMILES,PriA SSB inh
CCOC(=O)Cc1csc(NC(=O)C2CCCN(c3ccc(-c4ccccc4OC)nn3)C2)n1 (configuration not stated),9
O=C(CSc1cn(CC(=O)N2CCOCC2)c2ccccc12)Nc1ccccc1F,-5
CC(=O)c1ccc(NC(=O)Cn2nc(C3CC3)c3cnn(-c4ccc(F)cc4)c3c2=O)cc1,-13
O=C(Cn1[nH]c(=O)ccc1=O)Nc1nc(-c2ccccn2)cs1,97*
O=C(Nc1nccs1)C1CCNCC1,-2
O=C(COc1ccc(F)cc1F)N1CCN(c2ccc3nncn3n2)CC1,-1
CC(C)S(=O)(=O)CC(N)=NOC(=O)c1cc(Cl)cc(Cl)c1,-1
O=C(Nc1ccc2c(c1)N(C(=O)C1CCCO1)CC2)c1ccc(F)cc1 (configuration not stated),-4
Cc1ccc(C(=O)O)c(=O)n1C,-20
CCN(CC)CCN(C(=O)c1ccnn1C)c1nc2c(Cl)cccc2s1,-2
Cc1cccc(NC(=O)Nc2ccc(Nc3ccc(-n4cccn4)nn3)cc2)c1C,66*!
CS(=O)(=O)c1nsc2nc(=O)c(C=C3C=Nc4ccccc43)c(N)n12,16
O=S(=O)(c1ccccc1F)N1CCN(C(c2ccccc2)c2ccccc2)CC1,-4
O=C(CSC1CCCC1)Nc1ccccc1-c1csc(-c2ccccc2F)n1,2
CSc1cccc2sc(NC(=O)c3cccc(Cl)c3)nc12,-20
O=C(Cn1c(=O)n(Cc2ccccn2)c(=O)c2ncccc21)NCc1ccco1,-21
O=C(Cc1noc2ccccc12)OC1CN(c2nc3c(F)cc(F)cc3s2)C1,13

# The list goes on, starting with the last three of the part before.
SMILES,PriA SSB inh
CSc1cccc2sc(NC(=O)c3cccc(Cl)c3)nc12,-20
O=C(Cn1c(=O)n(Cc2ccccn2)c(=O)c2ncccc21)NCc1ccco1,-21
O=C(Cc1noc2ccccc12)OC1CN(c2nc3c(F)cc(F)cc3s2)C1,13
CCCCN=C(N)C(C(=O)OCC)=C(O)c1ccc(OC)cc1,-11
COc1ccc(Cl)c2sc(NC(=O)c3cnccn3)nc12,-23
COc1ccc(S(=O)(=O)Cc2nc(-c3ccccc3Br)no2)cc1,-18&-14
COc1ccc(C=NNC(=O)c2cc(C)on2)c2ccccc12,-11
O=C(NCC1CCN(S(=O)(=O)c2cccnc2)CC1)c1ccccc1SC(F)F,0
CCOC(=O)CSc1nnc(NC(=O)c2ccc(Cl)cc2Cl)s1,-1
O=C(c1ccco1)N(Cc1cnc2ccccn12)C1CC1,7
COCCn1c(SCc2c(F)cccc2Cl)nnc1-c1c[nH]c2ccccc12,13
CC(CC(=O)Nc1ccc2c(c1)OCCO2)=NNC(=O)Cc1ccc(Cl)cc1,2
O=C(CCc1ccccc1F)N1CCC(n2ccnn2)C1 (configuration not stated),4
CC1CCc2cc(F)ccc2N1C(=O)CN1C(=O)c2ccccc2S1(=O)=O (configuration not stated),3
O=C(Cc1csc(SCC(=O)c2cccs2)n1)Nc1cccc(Cl)c1,0
CCOc1ccccc1NC(=O)CSc1nccn1-c1ccc(C(=O)NCc2cccs2)cc1,40*
Cn1cc(CC(=O)N2CC(c3nc(-c4ccc[nH]c4=O)no3)C2)c2ccccc21,-3
Cc1cc(N2CCOCC2)nc(N2CCN(S(=O)(=O)c3ccc(F)cc3)CC2)n1,-4
O=C(NCC#CCN1CCc2ccccc2C1)c1cc(-c2cccs2)[nH]n1,-2
O=C(CC1CSc2nc3c(cnn3-c3cccc(Cl)c3)c(=O)n21)N1CCCC1 (configuration not stated),-8
COc1ccc(OC)c(-c2cc(C(=O)Nc3ccccc3Cc3nc(C)no3)n(C)n2)c1,-15
CC1Oc2ccccc2OC1C(=O)NCc1ncc(-c2ccccc2)[nH]1 (configuration not stated),-22
Cc1cccc(-c2noc(Cn3c(=O)n(CCc4ccccc4)c(=O)c4ccccc43)n2)c1,6
CSc1ccc(-c2noc(-c3ccc[nH]c3=O)n2)cc1,4
O=C(NCc1cc(C2CC2)n(C2CCCC2)n1)c1ccccc1Br,-9
Cc1ccc(Cn2c(CO)cnc2SCC(=O)Nc2nc3ccccc3s2)cc1,44
Cc1cc(C)c(S(=O)(=O)Nc2ccccc2C)c(C)c1,-6
Cc1noc(C2CCCN2C(=O)c2cc(C3CC3)on2)n1 (configuration not stated),10
O=C(NCCn1ccc(C(F)(F)F)n1)C1(c2cccs2)CCCC1,-23
Cc1oncc1C(=O)NCC1CCN(S(=O)(=O)C2CC2)CC1,-2
CN(C)CCCN(C(=O)COc1ccc(Cl)cc1Cl)c1nc2cc3c(cc2s1)OCO3,9
O=S(=O)(c1ccccc1)N1CCC2(CC1)OCCS2,-12
CCCCNc1nc2ccccc2nc1NS(=O)(=O)c1cccc2nsnc12,32
CC(C)NC(=O)CSc1ncnc2c1cnn2-c1ccccc1,-19
CCOC(=O)NN=Cc1cc(C)n(-c2ccccc2)c1C,2
Cc1[nH]c2ccccc2c1S(=O)(=O)CCNC(=O)NC(C)(C)C,1
COc1ccc(N2CCN(CCNS(=O)(=O)c3cc(OC)ccc3OC)CC2)cc1,19
CCOc1ccc(-c2cn3c(CC(=O)Nc4c(C)cccc4C)csc3n2)cc1,-12
CN(CCO)C[C@H]1COCCN1C(=O)c1cnn(-c2ccccc2)n1,-7

# Reprinted at random: 4 entries already listed, in no set order.
SMILES,PriA SSB inh
CCOc1ccc(-c2cn3c(CC(=O)Nc4c(C)cccc4C)csc3n2)cc1,-12
O=S(=O)(c1ccccc1)N1CCC2(CC1)OCCS2,-12
COc1ccc(N2CCN(CCNS(=O)(=O)c3cc(OC)ccc3OC)CC2)cc1,19
O=C(NCCn1ccc(C(F)(F)F)n1)C1(c2cccs2)CCCC1,-23

# (further entries)
SMILES,PriA SSB inh
O=C(Nc1ccc(S(=O)(=O)N2CCC(c3nc4ccccc4[nH]3)CC2)cc1)C1CCCO1 (configuration not stated),-34
COC(CNC(=O)c1ccccc1Cl)c1ccccc1C (configuration not stated),-22
O=C(Cc1cccc(C(F)(F)F)c1)NCCN1Cc2cc(Cl)ccc2OCC1=O,-6
O=C(CCn1c(=O)oc2ccccc21)NC1CCCCC1,-14
COc1cncc(OC2CCCN(C(=O)C=C(C)C)C2)n1 (configuration not stated),-4
O=C1C(=Cc2ccc(O)cc2)C(=O)c2ccccc21,25
O=C(c1c[nH]c2ccccc12)N1CC(c2nc(-c3cnccn3)no2)C1,-6
N#Cc1nccnc1OC1CCC(NC(=O)C2OCCc3ccccc32)CC1 (configuration not stated),-5
COc1ccc(C=NNC(=O)CCc2n[nH]c(=O)[nH]c2=O)cc1OC,-9
CN(C)S(=O)(=O)c1ccc(C(=O)NCC(=O)N/N=C\c2ccc(C(F)(F)F)cc2)cc1,-1
COc1ccccc1N1CCN(CCNC(=O)C2CC2)CC1,-16
COc1ncc(NC(=O)c2cccnc2)c(N(C)C)n1,4
Cc1nc(C)c(C(=O)Nc2c(C)nc(N3CCOCC3)nc2C)s1,-3
O=C(O)CS(=O)(=O)Cc1nc2ccccc2c(=O)[nH]1,5
COc1ncc(C(=O)O)cn1,-21&13
CC(=NNC(=O)C1(C)CC1(Br)Br)c1cccc(NC(=O)C(C)(C)C)c1 (configuration not stated),6
Cc1ccc(S(=O)(=O)N=C(Sc2ccccc2)c2ccccc2)cc1,-7
NS(=O)(=O)c1ccc(CCNC(=O)CSc2nc3ccccc3c(=O)n2Cc2cccs2)cc1,-5&4
Cc1ccc(S(=O)(=O)NC(=S)Nc2ccccc2)cc1,5
Cn1c(SCC(=O)Nc2ccc(Cl)cc2)nc2cc(-c3ccccc3)sc2c1=O,-3
COc1ccc(-c2noc(-c3ccc(=O)n(Cc4noc(-c5ccco5)n4)c3)n2)cc1F,-8
COc1ccc(CNC(=O)N2CCC(c3nnc(-c4ccco4)o3)CC2)cc1,-11
O=C(c1ccc(F)cc1Cl)N1CC(S(=O)(=O)c2ccc(Cl)cc2)C1,-8
CCOC(=O)C1CCN(C(c2ccco2)C2Sc3nc(CC)nn3C2=O)CC1 (configuration not stated),-6
COc1cccc(NC(=O)C2CCCN(c3ccc(-n4ccnc4)nn3)C2)c1 (configuration not stated),-2
CSc1ccccc1C(=O)NCCS(=O)(=O)N1CCN(c2ccccn2)CC1,-12
CCc1cc(=O)n(CCNC(=O)NCCCc2ccccc2)cn1,-17
CC(C(=O)Nc1ccc([N+](=O)[O-])cc1)N1C(=O)c2ccccc2S1(=O)=O (configuration not stated),4
COc1ccc(C2(CN)CCOCC2)cc1,-12
Cc1ccc(N(C)S(=O)(=O)c2c(-c3ccccc3)csc2C(=O)NCc2cccnc2)cc1,8
Cc1cc(N(C)C)nc(Nc2ccc(NS(=O)(=O)c3ccc(-c4ccccc4)cc3)cc2)n1,-22
Cn1nc(-c2ccccc2)cc1C(=O)N1CC(S(=O)(=O)c2ccc(F)cc2)C1,0
O=C(Cn1nc(C2CC2)c2cnn(-c3ccc(F)cc3)c2c1=O)OCc1ccccc1,-5
CCCCOc1ccc(NC(=O)Nc2cccc(N3CCCS3(=O)=O)c2)cc1,-7
Cc1nn(CC(=O)Nc2ccccc2)c(=O)c2c1cnn2-c1ccccc1,-9
O=C1OC2(CCN(C(=O)Cc3ccc(F)cc3)CC2)c2ccccc21,-4
COc1ccc(NC(=O)c2cn(-c3ccccc3)nc2-c2ccc(F)cc2)cc1,-3
Cc1noc(CNC(=O)CC(c2ccccc2)c2ccccc2)n1,2
CC(C)(C)c1cc(CCCSCCCc2cc(C(C)(C)C)c(O)c(C(C)(C)C)c2)cc(C(C)(C)C)c1O,-8&1
COc1cc([N+](=O)[O-])cc(C=NNC(=O)Cn2nc(C)cc2C)c1O,-2
CCC(=O)NN=C(C)CC(=O)Nc1ccccc1-c1ccccc1,-7
Cc1cc2c(SCC(=O)c3ccccc3)ncnc2s1,-11
CCS(=O)(=O)N1CCN=C1SCc1ccc(Cl)cc1Cl,-28
Cc1cccc(CSc2cn(CCNC(=O)c3cccs3)c3ccccc23)c1,-4
COc1cccc(NS(=O)(=O)c2ccccc2F)c1,-9
CCc1ccc(S(=O)(=O)Nc2ccc3c(c2)N(C)C(=O)C(C)(C)CO3)s1,-2
COC1CCN(C2CCN(C(=O)CCc3c(C)noc3C)CC2)CC1,-18
O=C(Cc1ccc(NS(=O)(=O)C2CCCCC2)cc1)N1CCOCC1,5
O=C(Nc1cccc2nsnc12)C1COCC(=O)N1Cc1ccccc1 (configuration not stated),-10
CCOC(=O)NC(=O)C(C=Nc1sccc1C(=O)OC)=C(C)O,2
CNC(=O)C1Cc2ccccc2N1C(=O)NCc1cccc2ccccc12 (configuration not stated),-24
COc1cc(C(=O)N2CCN(c3nccn3C)CC2)cc(OC)c1OC,-6
O=C(c1cccc(-n2ccc3ccccc32)c1)N1CCN(C(=O)c2ccco2)CC1,-1
CN(C)c1ccc(/C=N\N=C/c2ccc(N(C)C)cc2)cc1,2
CCOC(CNC(=O)c1nn(-c2ccc(C)cc2)c(=O)cc1OC)OCC,15
CCNC(=O)ON=C(C)c1sc(-c2ccc(Cl)cc2)nc1C,-3
CN1CCN(C(=O)CC2CSc3nc4c(cnn4-c4cccc(Cl)c4)c(=O)n32)CC1 (configuration not stated),9
O=C(NNC(=O)C1CC1)c1ccc(=O)n(Cc2ccccc2)c1,-10
C=CCSc1c(CC)c(C)c(C#N)c2nc3ccccc3n12,-14
CC(=O)c1sc(NC(=O)c2cccc(C(=O)Nc3nc(-c4ccccc4)c(C(C)=O)s3)n2)nc1-c1ccccc1,-19
# Remaining list, next part:
SMILES,PriA SSB inh
CC(C)(C)c1csc(NC(=O)COc2ccc(Cl)cc2)n1,-27
O=C(Nc1ccc(Cl)cc1)N1CCC[C@H](c2nnc(-c3ccc4c(c3)OCO4)o2)C1,-10
COCCCn1c(-c2ccc(F)cc2)nc2nc3ccccc3nc21,3
Cc1cc2ncc3c(n2n1)CCN(C(=O)Nc1ccccc1F)C3,0
COCCNS(=O)(=O)c1ccc(Cl)c(C(F)(F)F)c1,-24
O=C(Cc1ccsc1)NCC1CCN(C(=O)c2cc3ccccc3o2)CC1,-12
O=[N+]([O-])c1cc2c(cc1C=Nn1c(-c3ccccn3)n[nH]c1=S)OCO2,99*
O=C(Cc1cccc(C(F)(F)F)c1)N1CCC[C@H](Cc2nc(C3CC3)no2)C1,-16
Nc1ccc2c(c1)CN(C(=O)c1ccccc1)CC2,17
COc1ccc(C(=O)Cn2cnc3c(cnn3CCO)c2=O)cc1,4
O=C(NCCOc1ccc2nnc(-c3ccc(F)cc3)n2n1)NCc1ccccc1,-12
